Compound activity deposited in PubChem BioAssay by The Scripps Research Institute Molecular Screening Center.
PrPC TRFRET: inhibitors of human cell surface prion protein PrPC, primary screen, cell-based, TR-FRET; AID 720596, 2013; hit rate 0.43% among 370,000; TR-FRET read-out; inhibition, % at 13.8 µM; Major prion protein (Homo sapiens), P04156; in the data active = inhibition above about 24%; also: 0% = median of the test wells and 100% = reference compound wells
* = called active by the depositor.

SMILES	PrPC TRFRET
C#CCN(C)S(=O)(=O)c1ccc(N2CCCC2)cc1Br	0
COC(=O)[C@]12C[C@H](CC(=O)NCc3cccs3)C(=O)N(Cc3ccc(Cl)cc3Cl)C1=C[C@H](C1CCCC1)O[C@@H]2C	1
O=C(NCCCc1ccccc1)[C@H](Cc1c[nH]c2ccccc12)NC1(C(=O)NCCc2c[nH]c3ccccc23)CCC1	2
O=C(OC12CCCN(C1)/C(=C/c1cccnc1)C2)c1cccc(F)c1 (stereo not given)	0
c1ccc(-c2c[nH]c3ccc(OCCN4CCOCC4)c(-c4ccccc4)c23)cc1	-4
O=C(CCc1nc(-c2ccccc2F)no1)NCCc1ccccc1F	-6
O=C(CN1CCc2onc(-c3ccc(-n4cc(COc5ccc([N+](=O)[O-])cc5)nn4)cc3)c2C1=O)N1CCOCC1	-9
OC(c1ccccc1)(c1ccccc1)C1CCN(CCCNc2ccc(C(F)(F)F)cc2)CC1	-20
O=C(CCc1ccccc1)N[C@H]1[C@H](OCc2ccccc2)CCC[C@@]12C(=O)N(Cc1ccccc1)c1ccc(-c3ccsc3)cc12	5
COCCCNC(=O)Cn1nc(Cc2ccncc2)c2ccccc2c1=O	1
CS(=O)(=O)c1nc(-c2ccc(Br)cc2)cs1	6
CN1[C@H](Cc2ccccc2)COc2cccc(N3CCCC3)c2S1(=O)=O	-1
C[C@@H]1[C@H](c2ccccc2)OC(O)([C@H](Cc2ccccc2)NC(=O)OC(C)(C)C)CN1C (stereo not given in full)	-4
COc1ccc(-c2cc(C(=O)NN=C/C(C)=C/c3ccccc3)[nH]n2)cc1	25*
Brc1cccc(Cn2ccc3ccc(-c4ccc5ccn(Cc6cccc(Br)c6)c5c4)cc32)c1	1
COc1ccnc(CS(=O)c2nc3ccc(OC(F)F)cc3[nH]2)c1OC (stereo not given)	-1
Cc1cc(=O)[nH]c(SCC(=O)Nc2ccc(F)c(F)c2)n1	-4
CC(=O)C1(C(=O)NC2CCCC2)CC(c2ccccc2C(F)(F)F)=NO1 (stereo not given)	-4
CN1C(=O)C[C@@](C#N)(C(=O)NCc2ccccc2)[C@H]1c1ccccc1	1
CCCCCCCCN1C(=O)[C@@H](CC(=O)N2CCN(C(=O)C3CC3)CC2)C[C@@]2(C(=O)OC)C1=C[C@H](C(C)C)O[C@@H]2C1CC1	-3

Given field by field: 3 of the compounds above.
O=C(NCCCc1ccccc1)[C@H](Cc1c[nH]c2ccccc12)NC1(C(=O)NCCc2c[nH]c3ccccc23)CCC1
  PrPC TRFRET: 2
O=C(OC12CCCN(C1)/C(=C/c1cccnc1)C2)c1cccc(F)c1 (stereo not given)
  PrPC TRFRET: 0
c1ccc(-c2c[nH]c3ccc(OCCN4CCOCC4)c(-c4ccccc4)c23)cc1
  PrPC TRFRET: -4

(further entries)
SMILES	PrPC TRFRET
CC(C)(C)OC(=O)NCc1cc(F)ccc1/C=C/S(=O)(=O)NCc1ccccc1	-3
COc1ccc(S[C@]2(C(=O)N3CCOCC3)CC(=O)N(C(=O)C3CC3)[C@@H]2c2ccc(OC)cc2)cc1	-3
C=CCn1c(SCC(=O)c2ccc(F)cc2)nnc1-c1ccc(F)cc1	-6
CCOC(=O)CNC(=O)CSc1nc2ccccc2c(=O)n1-c1ccc(Cl)cc1	-3
COc1ccc(CN2CN3Cc4cc(OC)ccc4C3CS2(=O)=O)cc1 (stereo not given)	-7
COC(=O)[C@]12C[C@H](CC(=O)N3CCOCC3)C(=O)N(Cc3cccc4ccccc34)C1=C[C@H](C(C)C)O[C@@H]2C1CC1	4
C[C@H]1C2CC(OC(=O)NCc3ccccc3)C(C2)[C@H]2CCCCN21 (stereo not given in full)	-3
CCCC[C@H](CCCc1ccc(F)cc1)CCC(=O)N(c1ccccc1)c1ccccc1	8
C/C(=C/c1c[n+](Cc2ccc3c(c2)OCO3)c(N)[nH]1)Cn1[nH]c(=O)n(-c2ccccc2)c1=O	-6
COc1cccc(CNC(=O)CCCN2C(=O)COc3ccc(C)cc32)c1OC	-8
O=C1CCC[C@H]2C[C@H](NCc3cccc(Cl)c3)CC[C@]23CCCN13	2
CC(C)(C)C(=O)N1CCC[C@]2(CC[C@H](CCC#N)O2)C1	-6
CCCCCCCCN1C(=O)[C@@H](CC(=O)N2CCCCC2)C[C@@]2(C(=O)OC)C1=C[C@H](C(C)C)O[C@@H]2C1CC1	-2
CCC[C@H]1[C@@H](NC(=O)c2ccc(OC)cc2)CC[C@@]23CCCN2C(=O)CCC[C@@H]13	-1
COC(=O)[C@]12C[C@H](CC(=O)NCc3ccc(C)o3)C(=O)N(Cc3cccc4ccccc34)C1=C[C@H](C(C)(C)C)O[C@@H]2C	2
C=CCN1[C@@H](Cc2ccccc2)COc2cccc(N3CCCC3)c2S1(=O)=O	-9
Cc1ccc(NC(=O)OC2CC3CC2[C@H]2CCCCN2[C@H]3Cc2ccccc2)cc1 (stereo not given in full)	7
COc1ccc(S[C@]2(C(=O)N3CCCC3)CC(=O)N(C(=O)/C=C/c3ccccc3)[C@@H]2c2ccc(OC)cc2)cc1	1
O=C(CCc1nc(-c2ccccc2F)no1)NCCc1c[nH]c2ccccc12	-1
COc1ccc(-c2nnc(SCC(=O)N/N=C\C=C/c3ccco3)n2-c2ccc(C)cc2)cc1	-5
O=C(OC12CCCN(C1)/C(=C/c1ccc(Cl)cc1)C2)c1ccc(F)cc1 (stereo not given)	-3
Cc1ccccc1NC(=O)OCCCN1C(=O)CCC12CCC(C)CC2 (stereo not given)	-1
COC(=O)[C@]12C[C@H](CC(=O)N3CCCCC3)C(=O)N(Cc3ccc(Cl)cc3Cl)C1=C[C@H](C(C)C)O[C@@H]2C1CC1	7
COc1ccc(-c2cc(-c3nnc(SCC(=O)N4CCOCC4)n3N)[nH]n2)cc1	4
COc1ccc(OC)c(S(=O)(=O)N2CCCC(C(=O)N3CCN(Cc4ccccc4)CC3)C2)c1 (stereo not given)	-9
CC(=O)CC[C@@H]1CC[C@]2(CCCN(C(=O)c3ccno3)C2)O1	-1
O=C(Nc1nc2ncccn2c1-c1ccc(C(F)(F)F)cc1)c1ccccc1	-1
N#CCC[C@@H]1CC[C@]2(CCCN(C(=O)c3ccno3)C2)O1	4
COc1ccc(-n2c(SCC(=O)N/N=C(/C)c3cccc(O)c3)nc3ccccc3c2=O)cc1	0
CCNC(=O)Nc1ccc2c(c1)C(=O)N(C)[C@H]1CC[C@H](CC(=O)N[C@H](C)c3ccccc3)O[C@@H]1CO2	-5
Clc1ccc(-c2nnc3n2N=C(c2ccc(-c4ccccc4)cc2)CS3)c(Cl)c1	-4
CC1CCC2(CC1)CCC2NCc1ccc(Br)cc1 (stereo not given)	8
CC(C)(C)N1Cc2nnn(CC3CCCCC3)c2-c2ccccc2S1(=O)=O	8
CCCCCCCCN1C(=O)[C@@H](CC(=O)N2CCCCC2)C[C@@]2(C(=O)OC)C1=C[C@H](COCc1ccccc1)O[C@@H]2C	4
CCOc1cccc(-c2nn3c(-c4cccc(C)c4)nnc3s2)c1	0
CCN(CC)c1ccc(C=NNC(=O)c2cc(-c3ccc(C)c(C)c3)n[nH]2)c(O)c1	8
CC(C)c1cc(C(C)C)c(S(=O)(=O)N2CCC(c3cn4ccccc4n3)CC2)c(C(C)C)c1	4
C[C@H](O)[C@@H]1CN2CCc3c([nH]c4c(-c5ccc6c(c5)OCO6)cccc34)[C@@H]2C[C@@H]1N(C)C(=O)NC1CCCCC1	-2
O=C(NCCc1c[nH]c2ccccc12)OCc1cn(Cc2cccc(F)c2)nn1	22
Cc1ccc(OCc2nnc(SC/C=C/c3ccccc3)n2Cc2ccco2)cc1	4
CC1(c2nnnn2Cc2ccccc2)CN(S(C)(=O)=O)CC(=O)N1Cc1cccs1 (stereo not given)	9
O=C(O)c1ccccc1-c1noc(-c2ccccc2F)n1	-10
OC(c1ccccc1)(c1ccccc1)C1CCN(CCCNc2ccccc2F)CC1	-21
Cc1ccccc1NC(=O)[C@H]1CC(=O)O[C@@H]1c1ccccc1	-7
COc1ccc(-c2cc(C(=O)N/N=C/C(C)=C\c3ccco3)[nH]n2)cc1	4
O=C(NCc1cccs1)C1CCCN(S(=O)(=O)c2ccc([N+](=O)[O-])cc2)C1 (stereo not given)	-1
O=C(c1cccs1)N1CC[C@H]2[C@H](CCCN2Cc2cc(F)cc(F)c2)C1	-9
C#CCN1CC(N(C)CCOC(=O)c2cc3ccccc3[nH]2)CS1(=O)=O (stereo not given)	-1
CN(CCO)c1cccc2c1S(=O)(=O)N(Cc1cn(Cc3ccc(C(F)(F)F)cc3)nn1)Cc1ccccc1O2	6
CN1CCN(c2ccc3c(c2)Oc2ccccc2CN(Cc2cn(Cc4ccccc4C(F)(F)F)nn2)S3(=O)=O)CC1	-17
Fc1ccc(-c2cc(-c3nnc4sc(Cc5cccs5)nn34)[nH]n2)cc1	11
O=C(CSc1nnc(-c2cccs2)n1Cc1ccco1)Nc1ccc(Oc2ccccc2)cc1	12
CC(C)(C)c1ccc(-c2cn(C[C@H](Cc3ccccc3)n3c(=O)c4ccccc4n3Cc3ccno3)nn2)cc1	2
COCCSc1nnc(-c2cccnc2)n1Cc1ccccc1	-9
CC(=O)C1(C(=O)N2CCOCC2)CC(c2ccccc2C(F)(F)F)=NO1 (stereo not given)	-5
Nn1c(SCc2ccc([N+](=O)[O-])cc2)nnc1-c1cc(-c2ccccc2)n[nH]1	1
COc1ccc(-n2c(SCc3cccc4ccccc34)nnc2-c2ccccc2)cc1	6
FC(F)(F)c1cccc(NC(=S)OC2CCC23CCC(c2ccccc2)CC3)c1 (stereo not given)	24*
CCOC(=O)[C@@]12CCCC=C1N(CCc1ccc(Cl)cc1)C(=O)[C@H]2CC(=O)NCc1cccc(C(F)(F)F)c1	2
Cc1ccc(CNC(=O)O[C@H]2CC[C@@]34CCCN3C(=O)CCC[C@H]4C2)o1	-4

Reprinted at random: 2 compounds from above, in no set order.
SMILES	PrPC TRFRET
Nn1c(SCc2ccc([N+](=O)[O-])cc2)nnc1-c1cc(-c2ccccc2)n[nH]1	1
CC(C)(C)c1ccc(-c2cn(C[C@H](Cc3ccccc3)n3c(=O)c4ccccc4n3Cc3ccno3)nn2)cc1	2

Ordered by molar mass (highest first): 3 of the compounds above.
SMILES	PrPC TRFRET
CN1CCN(c2ccc3c(c2)Oc2ccccc2CN(Cc2cn(Cc4ccccc4C(F)(F)F)nn2)S3(=O)=O)CC1	-17
CC1(c2nnnn2Cc2ccccc2)CN(S(C)(=O)=O)CC(=O)N1Cc1cccs1 (stereo not given)	9
C#CCN1CC(N(C)CCOC(=O)c2cc3ccccc3[nH]2)CS1(=O)=O (stereo not given)	-1

Shown comma-delimited: entries from further up.
canonical_smiles,PrPC TRFRET
CC(C)(C)OC(=O)NCc1cc(F)ccc1/C=C/S(=O)(=O)NCc1ccccc1,-3
COc1ccc(S[C@]2(C(=O)N3CCOCC3)CC(=O)N(C(=O)C3CC3)[C@@H]2c2ccc(OC)cc2)cc1,-3
C=CCn1c(SCC(=O)c2ccc(F)cc2)nnc1-c1ccc(F)cc1,-6
CCOC(=O)CNC(=O)CSc1nc2ccccc2c(=O)n1-c1ccc(Cl)cc1,-3
COc1ccc(CN2CN3Cc4cc(OC)ccc4C3CS2(=O)=O)cc1 (stereo not given),-7

Next compounds follow:
SMILES	PrPC TRFRET
CCCCOCCCNC(=O)C[C@H]1C[C@@]2(C(=O)OC)C(=C[C@H](C3CCCC3)O[C@@H]2C)N(Cc2ccc(Cl)cc2Cl)C1=O	5
Cc1nn(-c2ccccc2)c2sc(C(=O)N3CCC4(CC3)OCCO4)cc12	0
Cc1cccc(C(=O)Nc2c(-c3ccccc3)nc3ncccn23)c1	-6
O=C(NCc1ccccc1)OCCN1C(=O)CCC12CCC(c1ccc(Cl)cc1)CC2 (stereo not given)	1
CCN(CC)C(=O)CC[C@H]1CC[C@]2(CCCN(S(C)(=O)=O)C2)O1	-5
Cc1nn(-c2ccccc2)c2sc(C(=O)NCCc3ccccc3)cc12	0
COc1ccc(C(=O)CSc2nnc(-c3cccnc3)n2-c2ccccc2)cc1	1
Cc1ccc(-n2c(Cc3cccs3)nnc2SCc2ccc(C#N)cc2)cc1	8
CC(=O)NC(Cc1ccc2c(c1)OCO2)C(=O)N1CCCN(C(C)=O)CC1 (stereo not given)	-5
CCN(CC)C(=O)c1oc(=O)c2ccccc2c1-c1ccc(C)cc1	3
C[C@@]12C[C@@H]3C(=O)N(Cc4ccccc4)CC(=O)N3[C@@H]1N(S(=O)(=O)c1ccccc1)c1ccccc12	2
Cc1ccc(CSc2nnc(-c3cc(-c4ccc(C)cc4)n[nH]3)n2N)cc1	2
Cc1ccc(Cn2cc(CN(C3CC3)S(=O)(=O)c3ccccc3Br)nn2)cc1	5
COC(=O)[C@]12C[C@H](CC(=O)N3CCC(c4ccccc4)CC3)C(=O)N(Cc3ccco3)C1=C[C@H](COCc1ccccc1)O[C@@H]2C	-2
C[C@@H]1OC(C2CCCCC2)N(C)[C@H]2C[C@H]3c4cc(-c5ccc6c(c5)OCO6)ccc4CCN3C[C@@H]12 (stereo not given in full)	-13
Cc1ccc(CN2CCCCC(NC(=O)c3cccc(F)c3)C2=O)cc1 (stereo not given)	8
C/C(C=NNC(=O)CSc1nnc(-c2ccc(Cl)cc2)n1-c1ccc(C)cc1)=C\c1ccccc1	9
O=C(CSc1nnc(COc2ccc(Cl)cc2)n1Cc1ccco1)Nc1cccc2ccccc12	2
O=C(Cn1nnc(-c2ccncc2)n1)Nc1ccc(F)cc1F	-2
CCCCN1CCN(C(=O)c2cn(C(C)c3ccccc3)nn2)CC1 (stereo not given)	12
Cc1cc(NS(=O)(=O)c2ccc(NC(=O)CSc3nnc(-c4ccccn4)n3-c3ccccc3)cc2)nc(C)n1	0

A portion of the library; count on the stated rates, not on these rows.
